# D2 potentiator: positively modulates the human D2 dopamine receptor allosterically; P14416; HEK293 T-REx D2, calcium flux, EC20 dopamine potentiation; potentiation, % at 10 µM; 340,000 compounds, 0.34% hits;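 active means potentiation over 3 SD above the plate norm, cut at about 30% in these data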; further: 0% is about no effect
#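 Cells plated with tetracycline inducer and held overnight at 30 C; calcium dye loaded 30–90 min at room temperature; baseline taken, compound added and read 180 s; EC20 dopamine then added and read 180 s.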
# D1 potentiator: potentiators of human D1 dopamine receptor; P21728; HEK293 TREx D1 cells, calcium flux, dopamine EC20 potentiation; potentiation, % at 10 µM; 360,000 compounds, 0.036% hits; in the data active means potentiation above about 30%; further: 0% is about no effect
# RXFP1 antag: RXFP1 (human) relaxin receptor antagonism; Q9HBX9; HEK293-RXFP1, relaxin-stimulated cAMP HTRF, 30 min; hits give low values; activity change, negative = inhibition, % at 57.5 µM; 350,000 compounds, 0.59% hits; AID 1259400;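 active means activity change of -60% or lower, but not beyond a set lower limit; inconclusive means change between -60% and -40%, or beyond the set limit; inactive means change above -40%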; further: on the % scale 0 is the no-effect control and ±100 the full control effect
# Target sequence (Q9HBX9 whole entry, looked up): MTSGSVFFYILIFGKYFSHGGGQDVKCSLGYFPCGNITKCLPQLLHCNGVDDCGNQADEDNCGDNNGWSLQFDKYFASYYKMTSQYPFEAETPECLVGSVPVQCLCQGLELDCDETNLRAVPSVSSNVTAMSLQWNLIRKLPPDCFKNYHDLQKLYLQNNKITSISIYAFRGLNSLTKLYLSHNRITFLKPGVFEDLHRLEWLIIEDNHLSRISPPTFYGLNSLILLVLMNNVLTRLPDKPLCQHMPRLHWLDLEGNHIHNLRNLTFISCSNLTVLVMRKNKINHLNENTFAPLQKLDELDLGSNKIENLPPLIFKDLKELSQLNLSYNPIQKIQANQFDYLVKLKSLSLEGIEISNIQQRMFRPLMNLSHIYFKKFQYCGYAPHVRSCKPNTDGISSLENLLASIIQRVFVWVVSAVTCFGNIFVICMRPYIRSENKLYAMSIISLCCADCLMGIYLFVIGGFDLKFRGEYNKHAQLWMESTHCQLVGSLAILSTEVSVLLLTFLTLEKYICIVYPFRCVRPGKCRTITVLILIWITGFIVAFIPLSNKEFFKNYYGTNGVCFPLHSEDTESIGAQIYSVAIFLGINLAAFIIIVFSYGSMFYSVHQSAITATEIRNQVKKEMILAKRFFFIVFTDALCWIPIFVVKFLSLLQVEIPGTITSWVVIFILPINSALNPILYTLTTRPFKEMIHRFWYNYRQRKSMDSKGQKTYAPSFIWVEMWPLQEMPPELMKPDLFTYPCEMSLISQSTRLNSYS
# TRHR ag: TRH receptor (human) agonism; TRHR cells, calcium flux fluo-8, FDSS agonist mode; activation, % at 2 µM; 360,000 compounds, 0.18% hits; further: 0% is about no effect
#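 Steps: seed TRHR cells overnight; add fluo-8 no-wash Ca dye, RT 30 min–1.5 h; record 10 s baseline; pin-transfer compounds; monitor fluorescence 1 cycle/s for the agonist window. Calcium increases flag candidate agonists.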
# D1 ag: activates the human D1 dopamine receptor; P21728; HEK293 T-REx D1 cells, calcium flux, agonist mode; activation, % at 2 µM; 360,000 compounds, 1% hits; AID 504660; further: 0% is about no effect
#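 Tetracycline-induced HEK293 TREx D1 cells, force-coupled to calcium signalling, were dye-loaded with a no-wash calcium kit. Compound was pin-added after a 10 s baseline. Fluorescence was read kinetically at 1 cycle/s for 180 s, with calcium rises flagged as agonism.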
# D2 antagonist: antagonists of human D2 dopamine receptor; 340,000 compounds, 2% hits; inhibition, % at 10 µM; HEK293 TREx D2 cells, calcium flux, dopamine EC80; P14416; in the data active means inhibition above about 30%; further: 0% is about no effect
#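 Tetracycline-induced HEK293 TREx cells expressing D2 receptor forced-coupled to calcium signalling, loaded with no-wash calcium dye. Compounds added and calcium flux read 180 s, then dopamine added at EC80 and read a further 180 s.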
# D2 ag: activates the human D2 dopamine receptor; P14416; HEK293 T-REx D2 cells, calcium flux agonist mode; activation, % at 2 µM; 340,000 compounds, 0.53% hits; AID 485358;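 active means activation over 3 SD above normal in the single-dose calcium agonist read, cut at about 30% in these data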; further: 0% is about no effect
#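 Agonism scored from kinetic calcium signal (1 read/sec, 180 s) following compound pin transfer, after a 10 s baseline. Cells: HEK293 Trex line expressing inducible D2 receptor coupled to calcium, dye-loaded after overnight culture at 30 C.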
# D1 antag: blocks dopamine activation of the human D1 receptor; HEK293 TREx D1 cells, calcium flux, dopamine EC80; hits give low values; activity change, negative = inhibition, % at 10 µM; 360,000 compounds, 3.2% hits; P21728; in the data active means activity change below about -30%; further: on the % scale 0 is the no-effect control and ±100 the full control effect
#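 Allosteric or orthosteric antagonism assessed as attenuation of the calcium response to EC80 dopamine, added 180 s after compound, in induced HEK293 Trex D1 cells loaded with no-wash calcium dye.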
# TRHR enhancer: allosteric enhancers of human TRH receptor; TRHR cells, fluo-8 calcium fluorescence, EC20 TRH enhancement; enhancement, % at 2 µM; 360,000 compounds, 0.66% hits; AID 493056; in the data active means enhancement above about 30%; further: 0% is about no effect
#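 Enhancer read-out: after compound pinning and an initial kinetic agonist-mode read, an EC20 of TRH (10 nM final) was injected and fluo-8 calcium signal (Ex 480/Em 530) followed at 1 s/cycle for 100 cycles in TRHR-expressing cells.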
# Active calls of the source: *; ? = inconclusive; / = not tested or not shown. Unless noted, no stated cut-off is given here; in the data, active means activation above about 30%; inactive means the rest.
SMILES,D2 potentiator,D1 potentiator,RXFP1 antag,TRHR ag,D1 ag,D2 antagonist,D2 ag,D1 antag,TRHR enhancer
CCCn1nnnc1NCc1c(F)cccc1Cl,-5,-8,-3,0.0,0,-6,0.0,1,4
COc1cccc(NC(=O)CN(C2=NC3CS(=O)(=O)CC3S2)c2cccc(C)c2)c1 (configuration not stated),0,-6,5,0.5,9,-15,-0.1,3,1
O=C1/C(=C/c2ccc([N+](=O)[O-])cc2)C=C(c2ccccc2)N1c1ccccc1,5,0,9,2.1,9,1,1.9,23,-4
CC(=O)c1cccc(NC(=O)c2ccc(NS(=O)(=O)c3c(C)noc3C)cc2)c1,-6,3,5,0.2,4,9,0.3,-1,5
COc1ccc(N2CCN(C(=O)COCC(=O)O)CC2)cc1,-13,-3,-13,1.6,0,15,4.2,/,-2
Cc1cc(C)nc(SCC(=O)N/N=C\C(Br)=C\c2ccccc2)n1,3,-10,-16,-1.3,15,-13,2.4,-23,-5
CCOC(=O)C1=CC[C@H]2c3c(c4ccc(OC)cc4n3C)C(=O)C1N2S(=O)(=O)c1ccc(C)cc1,-26,-3,/,0.5,4,5,1.5,/,-4
COc1ccc(/C=C2\SC(=N)N(c3ccc(F)cc3)C2=O)cc1OC,/,0,-11,-0.4,2,/,/,-1,3
COC(=O)c1cc(NC(=O)c2c(Cl)nc3sccn23)cc(C(=O)OC)c1,7,-4,-10,1.4,4,-1,0.3,-15,2
Cc1ccc(C)c(N2CCN(C(=O)c3ccc(N4CCOCC4)c([N+](=O)[O-])c3)CC2)c1,4,-3,-15,2.5,3,17,0.4,-13,-12
CCOc1ccc(CCNC(=O)CN2C(=O)NC3(CCCCCC3)C2=O)cc1OCC,14,0,7,0.6,0,-3,0.1,-16,4
COC(=O)/C=C1\N/C(=N/c2nc(C)c3cc(OC)ccc3n2)NC1=O,2,2,-12,-0.3,6,4,0.5,25,8
CCCCOc1ccc(C2=NC(c3ccncc3)=Nc3ccc(OCC)cc3N2)cc1,-1,-1,-2,-2.3,0,/,-1.2,9,0
c1ccc2c3c(c(CN4CCCC4)cc2c1)COC3,-18,-7,-2,0.7,4,6,-1.3,-3,-2
O=C(COC(=O)c1cncc(Br)c1)NCC1CCCO1 (configuration not stated),-1,-4,-8,0.2,1,-2,0.5,-9,-3
Cc1ccc(CN2CC(C(=O)Nc3ccccc3N3CCCC3)CC2=O)cc1 (configuration not stated),4,0,-16,-0.6,2,20,-0.1,8,1
CCOC(=O)N1CCC(N2C(=O)c3ccc(C(=O)NCc4ccc(F)cc4)cc3C2=O)CC1,3,8,-10,0.1,5,-4,-0.6,-11,0
CC(C)(C)NC(=O)C(=O)NNC(=O)c1ccccc1Br,-3,-2,-8,0.0,2,-28,-0.7,10,-6
COc1cccc(C2C(C#N)=C(N)OC(C(C)(C)C)=C2C#N)c1 (configuration not stated),7,-2,0,-0.1,0,8,0.7,10,-6
O=C(c1cccc(C(=O)N2CCN(c3ncccn3)CC2)c1)N1CCN(c2ncccn2)CC1,-1,-5,8,0.7,0,2,0.3,-5,4
CCc1ccc(N2CSC3=C(C#N)C(c4cccs4)CC(=O)N3C2)cc1 (configuration not stated),-4,-4,-39,0.6,4,-9,-0.6,7,5
Cc1cc(C(=O)Nc2sc(C)c(C)c2C#N)c(C)o1,3,-3,12,0.1,5,-7,-0.2,0,1
Cc1cnn(CCC(=O)NNC(=S)Nc2ccccc2)c1,-14,-2,-1,-0.3,2,-2,-0.8,13,2
Cn1nnnc1SCC(=O)Nc1nc2ccccc2s1,10,3,-7,1.1,0,5,2.5,-17,2
CCOC(=O)c1cnc2c(Cl)cc(Cl)cc2c1Nc1ccccc1OC,-3,2,/,-0.4,0,/,0.2,12,3

# Compound profiles, as listed above. Order of values: D2 potentiator, D1 potentiator, RXFP1 antag, TRHR ag, D1 ag, D2 antagonist, D2 ag, D1 antag, TRHR enhancer
# Results for CC(=O)c1cccc(NC(=O)c2ccc(NS(=O)(=O)c3c(C)noc3C)cc2)c1 : -6, 3, 5, 0.2, 4, 9, 0.3, -1, 5
# Results for COC(=O)/C=C1\N/C(=N/c2nc(C)c3cc(OC)ccc3n2)NC1=O : 2, 2, -12, -0.3, 6, 4, 0.5, 25, 8
# Results for COc1cccc(NC(=O)CN(C2=NC3CS(=O)(=O)CC3S2)c2cccc(C)c2)c1 (configuration not stated) : 0, -6, 5, 0.5, 9, -15, -0.1, 3, 1
# Results for COc1cccc(C2C(C#N)=C(N)OC(C(C)(C)C)=C2C#N)c1 (configuration not stated) : 7, -2, 0, -0.1, 0, 8, 0.7, 10, -6
# Results for Cc1ccc(CN2CC(C(=O)Nc3ccccc3N3CCCC3)CC2=O)cc1 (configuration not stated) : 4, 0, -16, -0.6, 2, 20, -0.1, 8, 1

# (cont.)
SMILES,D2 potentiator,D1 potentiator,RXFP1 antag,TRHR ag,D1 ag,D2 antagonist,D2 ag,D1 antag,TRHR enhancer
CN1CCC(=NNC(=O)CSc2ccc(Cl)cc2)CC1,3,1,-1,0.4,1,-10,-0.1,1,44*
COc1ccc(NS(=O)(=O)c2ccc(OCC(=O)N3CCCC3)cc2)cc1,2,-8,-5,1.2,18,11,1.0,-1,15
CCc1nc(C(N)=O)c2[nH]c(=O)n(-c3ccccc3F)c2n1,2,-6,-5,-0.2,1,-11,-0.7,14,1
CC1CCCCC1NC(=O)c1ccc(S(=O)(=O)NNC(=O)c2ccncc2)cc1 (configuration not stated),-1,3,-5,0.2,1,/,/,0,1
CCCCNC(=S)N(C)/N=C/c1ccc(OCC(=O)Nc2ccc(OC)cc2)c(OC)c1,-10,-5,-7,1.9,9,19,1.3,-7,1
CCCNCc1cc(Br)ccc1OCC(=O)NCCc1ccccc1,-15,-1,-10,-0.5,24,-25,2.8,-17,8
COCCNS(=O)(=O)c1cc(OC)c(C)cc1C,-2,-2,-4,-1.4,5,-1,-2.7,7,9
Cc1cccc(Oc2ccc(NC(=O)c3ccccc3C(=O)O)cc2)c1,4,-4,-7,1.5,3,-7,0.1,-3,-1
O=C(Nc1ccccc1)C1CCCN1/C=C/C(=O)C(F)(F)F (configuration not stated),9,-8,-17,-0.2,2,-5,0.0,5,2
CCOc1ccc(NC(=O)c2ccc(NCC(=O)N3CCCCCC3)cc2)cc1,5,-1,2,0.2,2,-5,-1.7,0,26
CC(=O)c1ccc(S(=O)(=O)N(C)C(C)CCc2ccco2)cc1 (configuration not stated),0,-4,-7,1.5,6,2,0.6,-18,-2
Cc1ccc2c3c([nH]c2c1C)-c1nonc1CC3,7,3,-6,-0.4,0,8,0.6,15,-2
COc1cc(OC)cc(C(=O)N2CCC3(CC2)NCCc2[nH]cnc23)c1,2,-1,-10,-0.2,2,5,0.4,4,-15
CC(=O)c1sc(Nc2cccc(C)c2)nc1C,1,-13,-10,-0.4,0,2,-1.3,-9,-1
CCOC(=O)c1ccccc1NC(=O)CSc1ccc(-c2ccccn2)nn1,-11,-4,-6,-2.3,4,-1,-0.8,-21,-6
O=C(NC1CCSc2ccccc21)c1ccc(F)c(S(=O)(=O)N2CCOCC2)c1 (configuration not stated),6,-4,-1,0.1,0,-3,-0.2,25,3
CNC(=O)C1(C)C=CCN1C(=O)c1ccccc1 (configuration not stated),4,-1,/,-0.1,-1,14,-0.3,5,0
O=C(COC(=O)CCSc1ccc(Cl)cc1)NCc1ccc(Cl)cc1,9,-6,-3,-1.1,18,0,-1.3,-4,12
O=C(Nc1cccnc1)c1ccc2snnc2c1,6,-2,7,0.2,3,35*,-1.5,4,12
CCCOc1ccc(C2C(C(=O)c3ccc(C)o3)=C(O)C(=O)N2Cc2ccco2)cc1OCC (configuration not stated),8,4,3,-0.2,2,-3,-0.6,-9,2
CC(Oc1ccc(Cl)cc1)C(=O)NCC1CCCO1 (configuration not stated),/,-5,0,0.0,1,/,/,-2,-1
Cc1ccc(C(c2nnnn2CC2CCCO2)N2CCN(Cc3ccccc3)CC2)cc1 (configuration not stated),-17,-2,-11,1.2,3,-1,0.0,9,0
Cc1ccc(C(=O)N/C(=C\c2ccco2)C(=O)N2CCSCC2)cc1C,12,-3,-6,-0.1,1,1,1.6,4,-4
N=C(N)SCCc1cnc[nH]1,-10,-4,/,0.8,0,-3,-1.3,28,9
Cc1cc(C)nc(NC(C)(C)C(=O)O)n1,-17,6,0,0.9,1,32*,-0.6,-2,3
# (cont.)
SMILES,D2 potentiator,D1 potentiator,RXFP1 antag,TRHR ag,D1 ag,D2 antagonist,D2 ag,D1 antag,TRHR enhancer
O=c1cc(CN2CCOCC2)c2cc(Cl)ccc2o1,-1,-3,6,0.4,2,-11,0.1,0,-11
COc1cc(-c2cc(C(=O)Nc3cccc(C(C)=O)c3)c3ccccc3n2)cc(OC)c1OC,-27,-4,23,0.5,11,-12,-0.4,-6,6
COc1ccc(C2/C(=C(/O)c3ccc4c(c3)CC(C)O4)C(=O)C(=O)N2CCN2CCOCC2)cc1 (configuration not stated),-3,-2,3,-0.5,0,-9,0.6,-4,-8
Cc1ccc(-c2nc3ccccc3o2)cc1NC(=S)NC(=O)c1cc2ccccc2o1,17,-6,17,-1.6,2,-4,-1.1,-2,9
CCOc1ccc(C(=O)c2cn(CC(=O)Nc3ccc(OC)cc3)c3cc4c(cc3c2=O)OCO4)cc1,-3,2,/,-0.1,2,/,0.2,-9,3
COC(=O)C1=C(C)N(CC2CC2)C(=NCc2cccc(C(F)(F)F)c2)N[C@H]1c1ccccc1,/,-1,/,-0.3,0,/,/,-9,2
CCc1cc(-c2n[nH]c(=S)n2-c2ccccc2C)cs1,3,-3,?,-0.3,2,-3,-0.8,8,2
CCCCn1c(N)c(N(CCOC)C(=O)COC(=O)COc2ccc(CC)cc2)c(=O)[nH]c1=O,-2,-3,9,0.1,1,-10,0.5,7,3
Cc1ncc(CSc2nnnn2-c2ccccc2)c(N)n1,7,8,2,0.2,-1,-9,-0.4,9,0
C=CCn1c(SCC(=O)c2[nH]c(C)c(C(=O)OCC)c2C)nc2scc(-c3ccc(OC)c(OC)c3)c2c1=O,5,-1,18,0.0,3,0,-0.4,-11,6
COc1ccc(-c2nc(SC(CC(=O)NCc3ccccc3)c3ccc(OC)c(OC)c3)n[nH]2)cc1 (configuration not stated),5,-10,-2,0.5,-1,-3,-0.6,-7,3
COc1ccccc1OCCn1c(-c2ccc(Cl)cc2)nc2ccccc2c1=O,-1,0,-5,-0.2,-1,/,0.2,-1,-3
COc1ccc(/C=C\C(=O)c2c(O)ccc3c(C)cc(=O)oc23)cc1OC,-8,-3,-8,0.4,1,17,0.9,-18,1
CCCc1nc(C)cc(N2CCN(c3ccccc3)CC2)n1,-3,-3,29,0.6,8,8,-0.5,-6,-3
COC(=O)CCCC1=CC2=C(c3ccccc3)C(=O)C(C)(OC(=O)C3CCCC3)C(=O)C2=CN1c1ccc(OC)cc1 (configuration not stated),/,1,/,-0.5,2,/,/,12,13
CCOc1ccccc1N(CC(=O)NCCSc1ccccn1)S(=O)(=O)c1ccccc1,0,-4,1,-1.0,2,-35,-0.1,2,-9
